High-throughput results from PubChem BioAssay.
CAL PDZ FP-1: blocks peptide binding to human CAL PDZ domain; Q9HD26; purified CAL PDZ, TMR-peptide fluorescence polarization, 1 h; inhibition, % at 20 µM; 0.02% of 330,000 active; AID 504414;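 active = highest replicate inhibition of at least 40%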;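 note: plate controls were DMSO neutral control wells for no effect and unlabeled competitor peptide control wells for full effect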
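Material: tagged CAL PDZ protein CerCALP, purified; buffer or medium: sodium phosphate/NaCl buffer pH 7.4 with TCEP, IgG, Thesit; also added: fluorescent TMR peptide probe; schedule: 1 h incubation at room temperature before polarization reading; technique: fluorescence polarization from S- and P-plane intensities, G-factor corrected; control set: unlabelled peptide and DMSO controls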
CAL PDZ FP-2: CAL PDZ (human) peptide binding inhibition | 0.92% of 300,000 active | AID 602252 | Q9HD26 | inhibition, % at 24.9 µM | purified CAL PDZ, TMR-peptide fluorescence polarization, 1 h;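 active = mean inhibition of at least 30% with at least half of replicates also reaching 30%; inconclusive = no clear call, values can overlap the other calls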;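 note: 0% = DMSO neutral control and 100% = excess unlabeled competitor peptide PRC23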
Keap1-Nrf2 PPI: disrupts human Keap1 binding to Nrf2 peptide; inhibition, % at 9.4 µM; Keap1 Kelch-Nrf2 peptide fluorescence polarization, 1536-well; Q14145; 0.15% of 340,000 active; AID 504523; in the data active = inhibition above about 12%; inconclusive = no clear call, values can overlap the other calls; inactive = below about 7.3%;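 note: human Keap1 Kelch domain with fluorescein labeled Nrf2 9mer peptide probe; 0% = neutral control wells and 100% = peptide positive control; higher means more block of Keap1 binding to Nrf2 peptide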
Target sequence (Q14145 whole entry, looked up, the tested form may be a part): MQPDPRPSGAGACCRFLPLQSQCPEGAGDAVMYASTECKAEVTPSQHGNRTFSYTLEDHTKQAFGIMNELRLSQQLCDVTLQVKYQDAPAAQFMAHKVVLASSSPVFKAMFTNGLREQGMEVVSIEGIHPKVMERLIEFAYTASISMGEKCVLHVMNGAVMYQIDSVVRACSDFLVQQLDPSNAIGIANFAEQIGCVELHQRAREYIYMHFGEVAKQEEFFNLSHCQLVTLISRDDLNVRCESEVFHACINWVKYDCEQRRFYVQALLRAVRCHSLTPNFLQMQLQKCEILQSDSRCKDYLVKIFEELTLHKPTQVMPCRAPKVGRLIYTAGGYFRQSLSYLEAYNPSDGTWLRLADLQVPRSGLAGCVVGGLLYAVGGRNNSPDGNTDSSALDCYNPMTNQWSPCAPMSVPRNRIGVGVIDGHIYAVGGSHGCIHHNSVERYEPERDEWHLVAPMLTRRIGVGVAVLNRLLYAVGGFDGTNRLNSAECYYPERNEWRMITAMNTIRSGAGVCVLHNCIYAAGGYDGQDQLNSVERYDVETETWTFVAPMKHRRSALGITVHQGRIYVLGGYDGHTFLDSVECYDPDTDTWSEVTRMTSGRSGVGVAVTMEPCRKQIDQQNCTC
cardiac RTF act: increases calcium sensitivity of human cardiac regulated thin filaments; P19429+P45379; IANBD-labeled TnC RTF fluorescence at EC20 calcium; 0% EC20 calcium, 100% full calcium; activation, % at 7.2 µM; 0.24% of 340,000 active; AID 493008;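 active = activation above the mean over all tested compounds plus 3 SD, cut at about 30% in these data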;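 note: rise in fluorescence read as greater calcium sensitivity of cardiac thin filaments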
C-LANA FP: KSHV C-LANA DNA binding inhibition. MBP-C-LANA/FAM-LBS DNA binding, fluorescence polarization. 0.078% of 340,000 active. inhibition, % at 9 µM;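 active = highest replicate inhibition at or above 60% at 9 µM, even if other replicates fall short; inactive = all replicates below 60% inhibition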;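 note: 0% = neutral control wells and 100% = 4 µM acridine orange control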
PKA-R2B act: PKA-R2B complex activation; P22694+P31323; PKA-R2B holoenzyme dissociation, Cy5-IP20 fluorescence polarization; R2B truncated from residue 108, S112A mutant; 0% DMSO only, 100% 113 µM cGMP; activation, % at 11.4 µM; 0.079% of 340,000 active; AID 504700;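 active = activation above a cutoff set at the mean over all compounds plus 3 SD, cut at about 18% in these data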;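 note: higher means more holoenzyme dissociation and a rise in polarization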
DAGLB inh: diacylglycerol lipase beta (human) inhibition. AID 504411. inhibition, % at 5.17 µM. HEK293T DAGLB membrane lysate, EnzChek fluorogenic substrate. 0.059% of 340,000 active; in the data active = inhibition above about 34%;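 note: 0% = enzyme with vehicle and 100% = wells lacking enzyme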
Rtt109 Vps75: blocks Candida albicans Rtt109/Vps75 acetyltransferase activity | Q5AAJ8 | purified Rtt109/Vps75, ThioGlo CoA-SH fluorescence, 4 h | inhibition, % at 34.9 µM | 0.16% of 330,000 active | AID 540336;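 active = inhibition of at least 50% in every replicate; inconclusive = best replicate reaches 50% inhibition but some replicates fall short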
Target sequence (Q5AAJ8 whole entry, looked up): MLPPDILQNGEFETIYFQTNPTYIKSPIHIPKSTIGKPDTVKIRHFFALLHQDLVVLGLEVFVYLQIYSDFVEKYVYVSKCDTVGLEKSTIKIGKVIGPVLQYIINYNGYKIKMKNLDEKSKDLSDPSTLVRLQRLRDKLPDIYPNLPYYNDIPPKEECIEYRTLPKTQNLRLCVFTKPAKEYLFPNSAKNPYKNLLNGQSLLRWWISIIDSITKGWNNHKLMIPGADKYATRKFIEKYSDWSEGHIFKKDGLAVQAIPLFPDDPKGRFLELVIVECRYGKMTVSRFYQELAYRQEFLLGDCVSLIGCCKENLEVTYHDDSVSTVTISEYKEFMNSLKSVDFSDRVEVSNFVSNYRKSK
RTF Ca sens inh: cardiac RTF calcium desensitization. P19429+P45379. IANBD-labeled cardiac RTF, Ca2+ fluorescence. inhibition, % at 7.15 µM. 0.12% of 340,000 active;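 active = inhibition above the mean inhibition of all tested compounds plus 3 SD, cut at about 17% in these data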;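 note: assay run at fixed EC70 calcium of 1.6 mM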
SR-BI uptake up: activators of SR-BI mediated HDL lipid uptake; CHO ldlA[mSR-BI] cells, DiI-HDL uptake fluorescence, 3 h; 100 = double the neutral-control signal; activation, % at 12.5 µM; 0.096% of 320,000 active;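 active = mean replicate activation of at least 60% and every replicate at or above 60%; inconclusive = mean or all-replicate condition met, but not both; inactive = mean below 60% and not all replicates reaching 60%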;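 note: 0% = median plate neutral-control signal and 100% = twice that signal; values of inactives mirror those of a sister screen read the other way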
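Test system: SR-BI-overexpressing, LDLR-lacking CHO cells; Medium: Ham's F12 with 0.5% BSA, HEPES 25 mM, pH 7.4; Schedule: 3 h, 37 °C; Technique: bottom-read fluorescence, 550/595 nm.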
Active calls of the source: *; ? = inconclusive; / = not tested or not shown; & = joins results of further samples.

SMILES	CAL PDZ FP-1	CAL PDZ FP-2	Keap1-Nrf2 PPI	cardiac RTF act	C-LANA FP	PKA-R2B act	DAGLB inh	Rtt109 Vps75	RTF Ca sens inh	SR-BI uptake up
CCCN(CCC)CC(O)CN1C(=O)N(CN2C(=O)N(CC(O)CN(CCC)CCC)C(=O)C2(C)C)C(C)(C)C1=O (stereo not given)	/	12	-2	2	-2.0	-8	2	-6	7	11
O=[N+]([O-])c1ccc(Nc2ccccn2)c([N+](=O)[O-])c1	-0.5	/	0	3	0.5	9	1	1	-2	15
CCCCCC(=O)Nc1nc2ccccc2[nH]1	-3.1	-3	0	2	0.5	-19	2	/	-2	13
O=C(O)c1cccc(NC(=O)c2cn(-c3ccccc3)nc2-c2ccc([N+](=O)[O-])cc2)c1	-0.4	-6	-4	1	-0.2	2	1	32	-4	22
COc1ccc(N(C(=O)c2snc(C(N)=O)c2N)C(C(=O)NCc2ccccc2)c2ccc(O)cc2)cc1 (stereo not given)	-0.3	51*	-1	-6	0.4	-6	2	17	-12	11
NS(=O)(=O)c1ccc(-n2ncc3c(=O)[nH]c(SCC(=O)Nc4nccs4)nc32)cc1	-2.0	/	-3	0	1.3	6	5	-5	-2	23
COc1ccc([C@H]2CC(=O)C=C(c3cc(Cl)ccc3OC)C2)cc1	-1.8	-3	1	1	2.0	-5	-8	1	-6	-38
CC(C)CCn1c(=O)c2sccc2n2c(CCCC(=O)N3CCN(c4ccccn4)CC3)nnc12	-1.4	10	-1	-1	2.0	0	3	0	-4	-22
CN(Cc1cccc(F)c1)C(=O)CNS(=O)(=O)c1ccc2ccccc2c1	-1.9	-7	-3	-6	0.2	-1	-1	3	-4	16
COc1ccc(C(=O)Nc2c(C(C)(C)C)nn(C)c2C(C)(C)C)cc1	-0.9	3	-4	0	-0.2	0	-2	2	-2	9
O=C(NN1C(=O)C2C(C1=O)C1C=CC2C12CC2)c1ccccc1Cl (stereo not given)	0.7	-3	1	-1	-0.4	-4	-6	?	-3	12
COc1ccc2cc3cc(C(=O)Nc4ccc5c(c4)OCCO5)oc3nc2c1	-1.3	-2	-1	-1	-0.7	-6	-3	-8	1	2
Cc1ccc(C)c(S(=O)(=O)N(C)c2ccc(OC(=O)CN3C(=O)NC4(CCCC4)C3=O)cc2)c1	-1.2	-4	-3	1	0.2	-6	-2	-6	-3	-8
O=C(NNS(=O)(=O)c1ccccc1)C1CCN(S(=O)(=O)c2ccccc2)CC1	-0.3	-1	1	2	-0.9	6	-1	7	-11	16
O=S(=O)(Nc1ccc(-c2cn3cccnc3n2)cc1)c1ccccc1	-3.5	6	-6	/	0.3	/	/	-17	/	-3
COc1cccc(CNS(=O)(=O)c2c(C)nc3sccn3c2=O)c1	-0.5	/	-2	2	-0.4	-7	0	-7	-2	18
O=C(CC1C(=O)NCCN1Cc1ccc(F)cc1Cl)NCc1ccon1 (stereo not given)	-1.5	0	-3	1	3.5	3	1	6	-9	25
CC/C(=N\NC(=O)C1CCCC1)c1ccc(Br)cc1	-2.1	-5	-1	2	0.4	-5	-1	-13	-9	26
O=C(Cc1ccc(-c2ccccc2)cc1)N1CCOCC1	-0.5	/	0	-6	0.5	0	-2	1	-1	33
CCOc1ccc(N(CC(=O)Nc2cc(OC)cc(OC)c2)S(=O)(=O)c2c(C)[nH]c(=O)[nH]c2=O)cc1	-1.6	-3	0	-2	-0.2	-14	-5	5	-3	-7
CC1=CC(C)(C)NC(=S)N1c1ccccc1C	0.2&-0.3	-2&-4	-3&0	4&-3	0.5&6.7	2&-10	2&-2	-2&14	10&-6	-3&-12
O=C(O)C1CCCCN1S(=O)(=O)c1ccc(Cl)s1 (stereo not given)	-0.5	/	-4	2	0.6	-11	1	8	-5	-10
O=C(NCC1CCCN1S(=O)(=O)c1cccs1)c1ccccc1F (stereo not given)	-1.8	-1	-4	4	-0.6	-11	0	-1	-3	-5
O=C(Cc1ccccc1F)OCN1C(=O)c2ccccc2C1=O	-1.8	-6	-7	-6	0.8	-12	3	-1	-4	42
CC(=O)Nc1cccc(/C(C)=N/NS(=O)(=O)c2ccc(C)cc2)c1	0.3	-1	-1	-4	-0.7	-3	-1	-1	4	16
Nc1ncnc2c1C1(CCCCC1)Cc1ccccc1-2	0.2	0	-3	-7	-0.8	-2	3	-2	-1	-12
CC(=NNC(=S)N1CCCCCC1)c1ccccn1	-0.8	-1	5	-3	0.4	5	-2	16	4	-22
Cc1cc(N2CCN(C(=O)c3ccco3)CC2)n2ncnc2n1	-0.5	-6	-4	-2	-2.7	1	-1	-10	-4	9
Cc1ccccc1NC(=O)CN1C(=O)CSc2ccccc21	0.3	38*	1	0	0.2	1	0	-11	-16	-11
CC(C)(C)OC(=O)NCCOC(=O)c1[nH]cnc1C(=O)NCc1ccccc1	0.4	-3	-4	0	1.3	-2	-2	-1	-8	/
COc1cc2[nH]c(=O)n(CCC(=O)NCCCN3CCN(c4ccccc4F)CC3)c(=O)c2cc1OC	1.5	-3	-2	3	-1.3	-7	2	1	-4	/
Cc1ccc(C)c(N(CC(=O)NC2CCCCC2)C(=O)c2snc(C(N)=O)c2N)c1	-2.9	0	-1	-8	0.8	-9	3	5	-18	-51
O=C(COC(=O)c1ccccc1Nc1ccccc1F)c1ccccc1	-2.1	-6	-1	6	0.0	-9	-8	0	-11	-15
Cc1cc(NC(=O)CSc2nnc(C3CC3)n2N)c([N+](=O)[O-])cc1C	-0.6	/	-2	4	0.0	-4	1	3	-15	-6
COc1cccc(C(=O)COC(=O)C(C)N2C(=O)c3ccccc3C2=O)c1 (stereo not given)	-2.1	-2	0	14	0.0	4	-11	/	-8	15
Oc1ccc(N=Nc2nc(-c3ccccc3)c(-c3ccccc3)[nH]2)cc1	0.4	0	-6	6	-0.5	-15	38*	-4	-9	-26
COc1ccc(CN(CCNC(=O)CCCCC(=O)NCCN(Cc2ccc(OC)cc2)C(C)C)C(C)C)cc1	-0.2	7	3	-4	0.4	8	1	6	1	4
Cc1cc(C)cc(N(C(=O)CNS(=O)(=O)c2ccccc2)C(C(=O)NCc2ccccc2)c2ccc(C)o2)c1 (stereo not given)	-0.7	0	-4	-4	3.2	5	-2	10	3	31
COc1ccc(S(=O)(=O)N2N=C(c3ccc(NS(C)(=O)=O)cc3)CC2c2ccco2)cc1 (stereo not given)	-4.6	-2	-7	-2	3.2	-8	2	1	-5	11
C=C(C)c1ccccc1	-3.0	-4	-3	1	-0.9	11	-1	-2	0	5
CCn1c(=O)cc(SCC(=O)Nc2cccc(SC)c2)c2ccccc21	-2.8	10	-2	1	1.1	3	-3	8	0	-38
C/C(=N\NC(=S)Nc1cccc(C)c1)c1ccccc1	-1.1	0	1	-5	-2.2	-1	-11	4	-21	-21
C/C(=N\Nc1ccc(Cl)c(C(=O)O)c1)c1ccccn1	-1.1	0	0	3	-6.7	-2	-1	-1	-4	30
OC1(C#CCN2CCOCC2)CCCCC1	-0.5	3	-3	-3	-1.7	1	-5	8	6	7
CCOC(=O)c1c(C)[nH]c(N=Nc2ccccc2)c1C	-0.2	-4	-3	-11	-0.1	-8	0	-3	10	-44
COc1ccc(N2CCN(C(=O)C3CCCN(S(=O)(=O)c4c(C)noc4C)C3)CC2)cc1 (stereo not given)	0.0	0	4	1	2.7	-5	1	-2	1	-5
CC(=O)Nc1ccc2nc(NS(=O)(=O)c3ccc(C)cc3)sc2c1	-1.5	0	2	-4	1.3	-4	5	-4	-9	-10
COC(=O)c1ccc(/C=C2/C(=O)Oc3ccccc32)cc1	-0.2	/	-3	5	-1.5	-9	-4	-1	5	/
Cc1cc(=O)cc(C)n1-c1ccc2c(c1)nc(C)n2-c1ccccc1	-1.7	1	-5	13	0.9	2	2	-3	-6	-9
Cc1ccc(-c2nnc(COC(=O)c3cccs3)o2)cc1	-2.5	-2	-5	-1	0.7	-4	-12	-4	-3	12
CCOC(=O)C1=C(C)NC2=C(C(=O)c3ccccc32)C1c1cccnc1 (stereo not given)	-0.4	0	-3	4	-2.1	2	2	4	5	22
CC(=O)Nc1ccc(S(=O)(=O)NCC(=O)OCC(=O)c2cc(C)n(-c3ccc4c(c3)OCO4)c2C)cc1	0.4	-4	-3	2	-2.5	-16	1	12	-9	-2
CCNC(=O)C(=O)Nc1ccc2c(c1)N(S(=O)(=O)c1cccs1)CCC2	-1.3	-3	1	-7	1.4	-1	0	3	-2	-5
CCOC(=O)C1CCN(S(=O)(=O)c2ccc(C)c(C)c2)CC1	-0.7	2	-2	5	-0.9	-4	-2	-9	-1	33
CC1CCC(CN2C(Nc3ccccc3)=NC[C@@H]2C)CC1 (stereo not given in full)	0.8	-2	-2	-3	1.9	-18	2	1	-2	5
S=C(NCc1ccco1)Nc1ccc(Cl)c(Cl)c1	-2.4	0	-2	-4	-0.9	1	2	0	-8	-3
OC(COC(c1ccccc1)c1ccccc1)CN1CCc2ccccc2C1 (stereo not given)	-3.1	-2	1	-9	1.0	1	-1	2	8	29
CCCn1c(=O)[nH]c(=O)c2c(C(F)(F)F)cc(-c3ccc(C)cc3)nc21	-1.6	-1	-4	0	-1.7	-1	0	-5	-3	-18
COc1ccc2[nH]c3c(Cl)ncnc3c2c1	-1.7	-5	-3	7	0.1	-1	0	5	-2	12
O=C(O)c1sccc1S(=O)(=O)N1CCOCC1	1.3	-5	0	-3	1.6	0	-1	3	-13	0

Record cards (already shown). Values in the order: CAL PDZ FP-1, CAL PDZ FP-2, Keap1-Nrf2 PPI, cardiac RTF act, C-LANA FP, PKA-R2B act, DAGLB inh, Rtt109 Vps75, RTF Ca sens inh, SR-BI uptake up
Cc1cc(NC(=O)CSc2nnc(C3CC3)n2N)c([N+](=O)[O-])cc1C is listed as -0.6, /, -2, 4, 0.0, -4, 1, 3, -15, -6
Cc1cc(N2CCN(C(=O)c3ccco3)CC2)n2ncnc2n1 is listed as -0.5, -6, -4, -2, -2.7, 1, -1, -10, -4, 9

Later entries
SMILES	CAL PDZ FP-1	CAL PDZ FP-2	Keap1-Nrf2 PPI	cardiac RTF act	C-LANA FP	PKA-R2B act	DAGLB inh	Rtt109 Vps75	RTF Ca sens inh	SR-BI uptake up
CC(OC(=O)c1ccc(S(=O)(=O)N2CCCCC2)cc1)C(=O)NC1CCCCC1C (stereo not given)	-1.2	-7	5	-2	-0.6	-3	-1	-4	-4	15
Cc1ccccc1CN1CCC(CNC(=O)C2CCCN(c3ncnc4c3nc3n4CCCCC3)C2)CC1 (stereo not given)	-2.1	-2	-5	2	-0.4	-12	-1	9	-6	-18
O=C(CN1CCC(n2nnc3cc(C(F)(F)F)ccc32)CC1)N1CCc2ccccc21	-0.7	-1	-3	6	2.3	5	-2	2	4	1
O=C(COc1ccccc1)NC1CCCCCCC1	-1.5	-4	-2	2	-0.8	4	-2	1	-4	17
